Vif-APOBEC3F blk = inhibitors of Vif-A3F interaction | HeLa A3F-eYFP + Vif (tagged APOBEC3F with the HIV-1 protein that degrades it), YFP fluorescence increase | Potency, µM (doses to about 46.1 µM), inactives show at the highest dose activity, negative = active | 390,000 tested, 0.2% active; also: potency is read from the fitted curve at half-maximal effect; % of control where 0% means no effect; nearly all actives have a fitted effect of over 65% in size
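HeLa cells stably expressing Vif plus C-terminally eYFP-tagged A3F were seeded, incubated overnight at 37 deg C, dosed with compound, incubated overnight again at 37 deg C. Yellow fluorescence (Ex 488/Em 500-530) reported blocked Vif-mediated A3F-eYFP degradation.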
D2 PAM = D2 dopamine receptor (human) potentiation; P14416; HEK293 T-REx D2, calcium flux, EC20 dopamine potentiation; potentiation, % at 10 µM; 340,000 tested, 0.34% active;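 active = potentiation over 3 SD above the plate norm, cut at about 30% in these data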; also: 0% is about no effect
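Calcium flux readout, no-wash dye, 1 read/s. Inducible HEK293 Trex D2 line, overnight 30 C. Compound alone 180 s (agonist flags), then EC20 dopamine, another 180 s to score potentiation.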
RXFP1 antag = blocks the human relaxin receptor RXFP1; activity change, negative = inhibition, % at 57.5 µM; AID 1259400; HEK293-RXFP1, relaxin-stimulated cAMP HTRF, 30 min; hits give low values; 350,000 tested, 0.59% active; Q9HBX9;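 active = activity change of -60% or lower, but not beyond a set lower limit; inconclusive = change between -60% and -40%, or beyond the set limit; inactive = change above -40%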; also: % is scaled to controls: 0 for no effect and ±100 for the full control effect
Target sequence (Q9HBX9 whole entry, looked up): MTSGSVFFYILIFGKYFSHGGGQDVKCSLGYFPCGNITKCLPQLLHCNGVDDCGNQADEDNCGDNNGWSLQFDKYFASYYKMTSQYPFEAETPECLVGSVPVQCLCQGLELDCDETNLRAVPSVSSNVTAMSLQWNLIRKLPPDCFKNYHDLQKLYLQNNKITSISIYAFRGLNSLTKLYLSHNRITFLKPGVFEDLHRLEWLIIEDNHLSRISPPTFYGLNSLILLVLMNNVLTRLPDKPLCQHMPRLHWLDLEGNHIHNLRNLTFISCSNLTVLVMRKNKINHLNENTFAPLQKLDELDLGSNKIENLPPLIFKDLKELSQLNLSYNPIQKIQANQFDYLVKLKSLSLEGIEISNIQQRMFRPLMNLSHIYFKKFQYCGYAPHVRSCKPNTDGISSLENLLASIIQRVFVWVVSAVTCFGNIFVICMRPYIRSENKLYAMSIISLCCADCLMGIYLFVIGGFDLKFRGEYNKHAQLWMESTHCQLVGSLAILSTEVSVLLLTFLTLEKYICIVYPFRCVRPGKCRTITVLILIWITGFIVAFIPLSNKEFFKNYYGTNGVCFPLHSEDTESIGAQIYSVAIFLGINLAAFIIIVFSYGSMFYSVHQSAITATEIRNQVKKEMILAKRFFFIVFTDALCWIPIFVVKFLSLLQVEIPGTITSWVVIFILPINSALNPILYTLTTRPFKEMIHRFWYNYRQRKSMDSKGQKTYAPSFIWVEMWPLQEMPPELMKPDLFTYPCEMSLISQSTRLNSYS
Glioma ERSR ind = induces the endoplasmic reticulum stress response in human glioma cells; U87-MG GRP78 promoter luciferase reporter, 16 h; Potency, µM, for inactives: at the top dose activation, usual class: activators; 420,000 tested, 0.02% active; AID 602332; also: potency is read from the fitted curve at half-maximal effect; series mostly up to about 76 µM; % of control where 0% means no effect; nearly all actives have a fitted effect of over 35% in size
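ERSR induction read as luciferase luminescence (Bright-Glo, 10 min at room temperature) in stably transfected human U87-MG glioma cells exposed to compounds for 16 h, using GRP78 as sensor.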
D1 agonist = activates the human D1 dopamine receptor. activation, % at 2 µM. P21728. HEK293 T-REx D1 cells, calcium flux, agonist mode. AID 504660. 360,000 tested, 1% active; in the data active = activation above about 30%; also: 0% is about no effect
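Inducible HEK293 T-REx D1 cells, force-coupled to calcium signalling, were plated at 4000 cells/well with tetracycline and held overnight at 30 C. After no-wash calcium dye loading, compound-evoked calcium rise over 180 s flagged agonists.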
RXFP1 agonist = agonists of human relaxin receptor RXFP1; AID 2676; HEK293T-RXFP1 cAMP TR-FRET, 30 min; response scale: percent of porcine relaxin response, buffer zero; Q9HBX9; 370,000 tested, 0.3% active; Potency, µM (highest dose often 57.5 µM), for the others: at the highest dose activation, actives largely listed as activators; also: potency is read from the fitted curve at half-maximal effect; % is scaled to controls: 0 for no effect and ±100 for the full control effect; nearly all actives have a fitted effect of over 60% in size; many of its hits are not listed in these tables
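cAMP rise read by TR-FRET after 30 min, 37C compound exposure (up to 58 uM) in RXFP1-transfected HEK293 cells with Ro 20174 present. EC50 from Hill-equation fits, with 29 nM porcine relaxin as 100% and buffer as basal.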
D1 PAM = potentiators of human D1 dopamine receptor; P21728; HEK293 TREx D1 cells, calcium flux, dopamine EC20 potentiation; potentiation, % at 10 µM; 360,000 tested, 0.036% active; AID 504651; in the data active = potentiation above about 30%; also: 0% is about no effect
Vif-A3G inh = blocks the Vif interaction with human APOBEC3G; HeLa A3G-eYFP + Vif (tagged APOBEC3G with the HIV-1 protein that degrades it), YFP fluorescence, overnight; 410,000 tested, 0.076% active; Q9HC16; Potency, µM (titrated, usually from 46.1 µM), for inactives: at the highest dose activity, negative = active, usual class: inhibitors;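 also: potency is read from the fitted curve at half-maximal effect; % is scaled to controls: 0 for no effect and ±100 for the full control effect; nearly all actives have a fitted effect of over 60% in size; hits raise eYFP signal because A3G escapes Vif-driven loss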
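HeLa cells stably expressing Vif and C-terminally eYFP-tagged A3G, seeded overnight at 37 deg C, then exposed to compound by pintool overnight at 37 deg C. Rise in yellow fluorescence (Ex 488/Em 500-530, Acumen) marks blocked Vif-driven A3G degradation.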
D1 antagonist = blocks dopamine activation of the human D1 receptor; P21728; HEK293 TREx D1 cells, calcium flux, dopamine EC80; hits give low values; activity change, negative = inhibition, % at 10 µM; 360,000 tested, 3.2% active; in the data active = activity change below about -30%; also: % is scaled to controls: 0 for no effect and ±100 for the full control effect
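HEK293 T-REx cells expressing inducible, force-coupled D1 receptor; no-wash Ca dye, 30–90 min RT. Cmpd → 180 s read at 1 Hz → EC80 DA → 180 s read.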
* = called active by the depositor; ? = inconclusive; · = no result given. Unless noted, calls follow the shape of the dose curve; as a rule, active = well fitted curve in the direction sought with a large enough effect; inconclusive = small, poorly fitted or top-dose-only effect, or another doubt; inactive = no such curve, though single readings can be large; an effect the other way counts as inactive or inconclusive. A portion of the library; count on the stated rates, not on these rows.

Values run as follows: D1 antagonist	Vif-A3G inh	Vif-APOBEC3F blk	D1 agonist	D1 PAM	D2 PAM	RXFP1 antag	Glioma ERSR ind	RXFP1 agonist
- COc1ccc(-c2cc(C(F)F)nc(-n3nc(C)cc3C)n2)cc1
    -60*	1%	3%	6	-14	18	-8	-5%	-2.5%
- CCNC(=O)Cn1nc(C)n2c(cc3c(OC)cccc32)c1=O
    -19	1%	0%	0	-1	7	-8	-1%	2.3%
- Cc1nc(-c2ccc(Cl)cc2)sc1C1(C)CC(c2ccc(C#N)cc2)=NO1 (configuration not stated)
    15	-2%	0%	3	0	·	·	2%	4.6%
- CCN1C(=O)[C@H]2[C@@H](c3ccccc3)N3C(=O)N(c4cccc(F)c4)C(=O)[C@@]3(CC(C)C)[C@H]2C1=O
    -4	-1%	0%	0	-4	5	·	-2%	2.0%
- CCOc1cc(N2CCOCC2)c(OCC)cc1NC(=O)c1cc(S(=O)(=O)N2CCOCC2)ccc1Cl
    24	1%	-14%	3	-3	-1	-8	-3%	-0.2%
- N#C/C(=C\c1c(Cl)cccc1Cl)c1nc2ccccc2[nH]1
    -12	-1%	-1%	8	-6	-12	-3	-1%	-1.5%
- COc1ccccc1NS(=O)(=O)c1cc(NC(=O)c2sc3cc(Cl)ccc3c2Cl)ccc1C
    2	1%	-23%	1	-5	12	-9	-3%	9.8%
- CCCCCCCC(=O)NNC(=O)c1ccc([N+](=O)[O-])cc1
    11	0%	-6%	4	-3	5	5	-1%	-1.6%
- O=C(CSc1nnc(-c2ccco2)n1-c1ccccc1Cl)Nc1cccc(C(=O)O)c1
    -7	2%	-2%	3	-1	1	7	-5%	-0.5%
- C=CCOc1cccc(CNc2cccc(C(=O)O)c2)c1
    -5	0%	-1%	2	-4	1	5	-6%	2.1%

Shown as a hit in D1 antagonist, of those listed so far:
Compound	D1 antagonist	D1 agonist	D1 PAM	D2 PAM	RXFP1 antag	Glioma ERSR ind	RXFP1 agonist
COc1ccc(-c2cc(C(F)F)nc(-n3nc(C)cc3C)n2)cc1	-60*	6	-14	18	-8	-5%	-2.5%

New compounds follow:
Values run as follows: D1 antagonist	Vif-A3G inh	Vif-APOBEC3F blk	D1 agonist	D1 PAM	D2 PAM	RXFP1 antag	Glioma ERSR ind	RXFP1 agonist
- O=C(C1CCCCC1)N1CCC2CC1c1cc(N3CCCCC3)ccc12 (configuration not stated)
    ·	-4%	-7%	·	·	·	-2	-4%	·
- CN(C)C(=O)c1c([N+](=O)[O-])c(C(C)(C)C)nn1C
    -3	3%	2%	2	0	1	·	-3%	-0.7%
- Cc1oc2ccccc2c1-c1cn2c(n1)SCC2
    -26	-10%	-21%	3	-3	-11	-7	0%	-0.4%
- Cc1ccccc1NC(=O)CSc1ccc(-c2cccnc2)nn1
    -6	-1%	0%	2	7	0	-11	-3%	6.8%
- CCNC(=O)N1CCOCC1
    -15	-2%	-19%	1	-2	8	11	-4%	1.5%
- O=C(NCC1CCS(=O)(=O)C1)Oc1ccccc1 (configuration not stated)
    22	2%	7%	0	1	-8	3	0%	1.4%
- CCOC(=O)CCC(=O)NCc1ccc2c(c1)cc(C)n2C
    -11	3%	2%	6	-8	-5	7	-3%	2.8%
- C=CCNc1oc(C2CCCC2)nc1C#N
    6	0%	3%	0	0	-11	·	-3%	1.8%
- COc1ccc(CNC(=O)CNC(C)c2ccc(F)cc2)cc1 (configuration not stated)
    0	-2%	5%	0	6	-7	0	-4%	0.0%
- CCc1nn2c(=O)cc(COC(=O)C(CC)c3ccccc3)nc2s1 (configuration not stated)
    -19	8%	9%	4	-6	7	·	1%	1.3%

4 entries from above, bar-delimited:
molecule | D1 antagonist | Vif-A3G inh | Vif-APOBEC3F blk | D1 agonist | D1 PAM | D2 PAM | RXFP1 antag | Glioma ERSR ind | RXFP1 agonist
CCNC(=O)N1CCOCC1 | -15 | -2% | -19% | 1 | -2 | 8 | 11 | -4% | 1.5%
O=C(NCC1CCS(=O)(=O)C1)Oc1ccccc1 (configuration not stated) | 22 | 2% | 7% | 0 | 1 | -8 | 3 | 0% | 1.4%
CCOC(=O)CCC(=O)NCc1ccc2c(c1)cc(C)n2C | -11 | 3% | 2% | 6 | -8 | -5 | 7 | -3% | 2.8%
C=CCNc1oc(C2CCCC2)nc1C#N | 6 | 0% | 3% | 0 | 0 | -11 | · | -3% | 1.8%

Single entries from the entries so far.
C=CCNc1oc(C2CCCC2)nc1C#N @ Vif-A3G inh = 0%
Cc1oc2ccccc2c1-c1cn2c(n1)SCC2 @ RXFP1 agonist = -0.4%

(further entries)
Values run as follows: D1 antagonist	Vif-A3G inh	Vif-APOBEC3F blk	D1 agonist	D1 PAM	D2 PAM	RXFP1 antag	Glioma ERSR ind	RXFP1 agonist
- CS(=O)(=O)N(Cc1ccc(Cl)cc1)c1ccc(C(=O)NCc2ccccn2)cc1
    4	0%	-14%	27	4	-3	-11	-3%	0.0%
- COc1ccc(NC(=O)C(NC(=O)c2ccc(=O)[nH]c2)c2ccc(C)cc2)cc1 (configuration not stated)
    5	-2%	-2%	0	-2	·	2	-2%	2.2%
- Cc1cccc(C(=O)NCCc2ccccc2)c1
    -17	7%	-4%	3	0	3	-2	-7%	2.6%
- Cc1onc(-c2c(F)cccc2Cl)c1C(=O)OCC(=O)c1c(N)n(C)c(=O)n(C)c1=O
    25	-1%	-29%	4	-3	-5	5	0%	4.1%
- COc1cccc(C(=O)NCc2ccc3[nH]c(C)cc3c2)c1
    25	0%	4%	7	1	8	-2	10%	9.7%
- CC(CO)NS(=O)(=O)c1cc(Cl)ccc1F (configuration not stated)
    ·	2%	0%	·	·	·	1	0%	·
- Cc1ccc(NC(=O)c2cccc(NC(=O)CCC(=O)O)c2)cc1C
    10	0%	-20%	-2	-2	4	0	-5%	4.1%
- COc1ccccc1N1CCN(S(=O)(=O)c2ccc3c(c2)CC(C)N3C(C)=O)CC1 (configuration not stated)
    0	3%	15%	1	-6	-14	7	-3%	0.5%
- CCN(CC)CCNC(=O)c1ccc(NS(=O)(=O)c2ccc3c(c2)OCCO3)cc1
    -14	1%	14%	3	3	-1	-6	-3%	1.6%
- COc1ccc(Cl)cc1NC(=O)CCS(=O)(=O)c1ccc(Br)cc1
    -24	-2%	2%	0	-11	-18	-7	-6%	3.8%
- COCCn1c(-c2ccc(OC)cc2)cnc1N
    6	2%	-4%	0	1	-10	8	1%	-0.2%
- CC(C)(C)NC(=O)c1sccc1C(=O)O
    14	2%	-16%	0	-8	-5	-5	-1%	4.8%
- COc1ccc(CSCCN)cc1Cl
    0	5%	-6%	-3	-3	·	11	-1%	-1.7%
- CC(C)NC(=S)N/N=C1\CCCCC1C1CCCCC1 (configuration not stated)
    18	1%	8%	0	3	9	-13	-1%	0.4%
- O=C(OCCOc1cccc(Cl)c1)C1CCN(S(=O)(=O)c2ccccc2)CC1
    -22	5%	9%	30*	-1	2	-8	-5%	3.6%
- COc1ccc(/C=N/Nc2nc(N3CCCC3)nc(N3CCCC3)n2)cc1
    5	3%	?	0	-4	0	·	-3%	4.4%
- COc1ccc(-c2nn(-c3ccccc3)cc2/C=C(\C#N)C(N)=O)cc1[N+](=O)[O-]
    -21	1%	-6%	0	-5	·	4	5%	1.2%
- COc1ccc(NC(=O)/C(C#N)=C\c2ccc(N3CCOCC3)o2)cc1
    -20	15%	?	213*	0	-9	-9	-3%	-0.6%
- CC(C)(C)c1ccc(/C=C(\C#N)C(=O)NCCN2CCOCC2)cc1
    2	-1%	1%	4	-1	-1	9	0%	1.2%
- NC(=O)C1CCN(C(=O)C2CC(=O)N(Cc3ccccc3)C2)CC1 (configuration not stated)
    5	-4%	4%	1	-7	16	3	-6%	0.7%
- CCOc1ccccc1Nc1sc(C(=O)c2ccccc2)c(N)c1C(=O)Nc1ccc(F)cc1
    12	-7%	-1%	10	-3	5	-10	3%	2.8%
- Cc1ccc(C(=O)N2CCCC(N3CCN(c4cccc(C(F)(F)F)c4)CC3)C2)s1 (configuration not stated)
    2	1%	-11%	-1	1	-10	-10	1%	0.9%
- Cc1ccc2c(c1)N(CC(=O)NCCCN1CCCC1)C(=O)CO2
    4	-7%	6%	6	-1	8	7	-5%	0.0%
- CC1(C)Cc2c(C#N)c(NC3CCCCC3)nc(-c3ccco3)c2CO1
    -11	·	·	-2	-4	1	·	·	1.9%
- O=c1c2ccccc2sn1-c1ccc(Cl)cc1
    ·	-10%	-26%	·	·	·	-16	-4%	·
- Cc1nc(-c2ccc(S(=O)(=O)NCc3ccccn3)s2)cs1
    -1	3%	8%	8	-12	-3	-6	2%	4.0%
- CCCNC(=O)N1CCN(c2nc(C(C)C)c3c(c2C#N)CC(C)(C)OC3)CC1
    -12	0%	-2%	0	·	1	·	-6%	3.0%
- O=C(CN(c1ccccc1)S(=O)(=O)c1ccc(F)cc1)NCc1cccs1
    -7	1%	0%	1	5	24	-1	-3%	2.6%
- COc1ccc(OC)c(C(=O)N(C)C2CCCN(Cc3ccccc3F)C2)c1 (configuration not stated)
    -1	1%	4%	13	-1	5	2	-2%	-0.7%
- CSc1ncccc1C(=O)OCC(=O)N1CCCC1
    ·	3%	-4%	·	·	·	1	0%	·
- COc1cc(C2NC(=O)NC(c3ccccc3)=C2C(C)=O)cc(Cl)c1OCC(=O)O (configuration not stated)
    38	-4%	-11%	-2	2	1	4	3%	1.2%
- O=C(CSc1nc2ccccc2s1)N/N=C/c1ccc(C(=O)O)cc1
    0	1%	-1%	6	-5	0	7	-1%	1.9%
- COC(=O)C1CC2(C(=O)OC)CC(C(=O)OC)(CC(C(=O)OC)C2=O)C1=O (configuration not stated)
    ·	-1%	-37%	·	·	·	1	-2%	·
